FH mod: Identification of activators of human fumarate hydratase by quantitative high-throughput screening | Fumarate hydratase, mitochondrial (Homo sapiens), P07954 | FH coupled MDH/diaphorase resazurin fluorescence, 15 min | Potency, µM (doses to about 79.9 µM), without a hit: at the highest dose activity change, negative = inhibition, hits mostly inhibitors | hit rate 0.22% among 54,000 | AID 1347055, 2019; further: the screen sought activators but most active calls are inhibition curves; nearly all actives have a fitted effect of over 45% in size
Target sequence (P07954 whole entry, looked up): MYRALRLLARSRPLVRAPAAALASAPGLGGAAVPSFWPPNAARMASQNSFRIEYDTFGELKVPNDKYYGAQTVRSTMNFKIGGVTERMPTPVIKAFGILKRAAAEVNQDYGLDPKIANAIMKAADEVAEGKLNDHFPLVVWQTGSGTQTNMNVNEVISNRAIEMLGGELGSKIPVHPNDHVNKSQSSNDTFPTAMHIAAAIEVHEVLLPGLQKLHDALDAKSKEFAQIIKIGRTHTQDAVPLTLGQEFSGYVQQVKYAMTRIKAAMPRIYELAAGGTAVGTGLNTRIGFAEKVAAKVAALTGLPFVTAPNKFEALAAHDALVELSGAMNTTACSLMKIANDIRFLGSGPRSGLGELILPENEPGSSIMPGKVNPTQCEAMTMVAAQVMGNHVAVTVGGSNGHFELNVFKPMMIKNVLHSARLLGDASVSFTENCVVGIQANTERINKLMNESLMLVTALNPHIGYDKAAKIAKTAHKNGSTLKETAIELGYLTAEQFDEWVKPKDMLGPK
NTMT1 inh: blocks human N-terminal methyltransferase 1 activity; Q9BV86; NTMT1 MTase-Glo SAH luminescence, purified enzyme; Potency, µM (highest dose often 114 µM), for the others: at the top dose activity change, negative = inhibition, actives largely listed as inhibitors; hit rate 2.5% among 59,000;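 further: plate controls were DMSO vehicle for no effect and no enzyme for full effect; nearly all actives have a fitted effect of over 65% in size; many of its hits are not listed in these tables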
Target sequence (Q9BV86 whole entry, looked up): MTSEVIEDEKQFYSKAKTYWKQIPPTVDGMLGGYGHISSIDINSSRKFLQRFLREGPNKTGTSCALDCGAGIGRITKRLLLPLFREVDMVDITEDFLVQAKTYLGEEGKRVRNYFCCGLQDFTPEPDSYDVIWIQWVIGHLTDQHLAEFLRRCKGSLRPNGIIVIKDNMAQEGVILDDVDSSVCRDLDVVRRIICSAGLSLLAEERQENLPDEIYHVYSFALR
The depositor's hits bear a star; ? = inconclusive; & = joins results of further samples; ! = repeats disagree; [ ] = another dose, or the depositor's remark. The call rests on the fitted dose curve; in most records, active means well fitted curve in the direction sought with a large enough effect; inconclusive means small, poorly fitted or top-dose-only effect, or another doubt; inactive means no such curve, though single readings can be large; an effect the other way counts as inactive or inconclusive. Unless noted, on the % scale 0 is the no-effect control and ±100 the full control effect; potency means the concentration at half of the fitted maximal effect. A portion of the library, so the mix of outcomes need not match the whole.

> COCC1OC(OC(C)(C)C2CCC3(C)C=C(C4CCC5C4(C)CC(O)C4OC(C(C)(C)OC6OC(CO)C(O)C(O)C6NC(C)=O)CCC45C)CCC3O2)C(NC(C)=O)C(O)C1O (stereo not given)
  FH mod: 10%[20.6 µM]
  NTMT1 inh: -13%[12.6 µM]
> O=C(Nc1ccc(N2C(=O)[C@@H]3[C@H](C2=O)[C@@H]2C=C[C@H]3C2)c(Cl)c1)c1ccccn1
  FH mod: -2%
  NTMT1 inh: -13%[57.5 µM]
> C=C1CC23CC1(O)CCC2C1=CC2OC(=O)C(C)(C2O)C1C3C(=O)O (stereo not given)
  FH mod: 6%[53.3 µM]
  NTMT1 inh: 8%[29.8 µM]
> CC(C)c1cc(-c2ccc(F)c3ccccc23)nc(N)n1
  FH mod: -12%
  NTMT1 inh: -13%[57.5 µM]
> NCC(=O)CCC(=O)O
  FH mod: 0%[53.3 µM]
  NTMT1 inh: -28%[57.5 µM]
> C[C@@H]1CC[C@@]2(OC1)OC1CC3C4CC=C5CC(O)CCC5(C)C4CCC3(C)C1[C@@H]2C (stereo not given in full)
  FH mod: 3%[53.3 µM]
  NTMT1 inh: -22%[57.5 µM]
> CC(C)=CCC[C@](C)(O)[C@H]1CC[C@]2(C)[C@@H]1[C@H](O)CC1[C@@]3(C)CC[C@H](O)C(C)(C)[C@@H]3[C@@H](O[C@@H]3O[C@H](CO)[C@@H](O)[C@H](O)[C@H]3O[C@@H]3O[C@H](CO)[C@@H](O)[C@H](O)[C@H]3O)C[C@]12C (stereo not given in full)
  FH mod: -1%[20.6 µM]
  NTMT1 inh: -5%[12.6 µM]
> CCN(CC)CCCCNc1nc2cc(Cl)c(Cl)cc2nc1-c1ccc(-c2cccs2)s1
  FH mod: 7%[53.3 µM]
  NTMT1 inh: 20µM*!
> CC(C)(Oc1ccc(Cl)cc1)C(=O)OCCCOC(=O)C(C)(C)Oc1ccc(Cl)cc1
  FH mod: -5%[53.3 µM]
  NTMT1 inh: 14%[57.5 µM]
> CC1C=CC2CCCCC2C1CCC1CC(O)CC(=O)O1 (stereo not given)
  FH mod: 1%
  NTMT1 inh: 3%[57.5 µM]
> NC(=NCCCCCCN=C(N)/N=C(\N)Nc1ccc(Cl)cc1)/N=C(\N)Nc1ccc(Cl)cc1
  FH mod: 32%
  NTMT1 inh: 25µM*!
> COc1c(CCC(=O)O)cccc1O[C@@H]1O[C@H](CO)[C@@H](O)[C@H](O)[C@H]1O
  FH mod: 0%[53.3 µM]
  NTMT1 inh: 9%[29.8 µM]
> CC(C)(C)n1nc(Cc2cccc3ccccc23)c2c(N)ncnc21
  FH mod: -15%
  NTMT1 inh: 12%&12%
> C=CC1C(O[C@@H]2O[C@H](CO)[C@@H](O)[C@H](O)[C@H]2O)OC=C(C(=O)OC)C1CC(=O)O (stereo not given in full)
  FH mod: 23%[53.3 µM]
  NTMT1 inh: -12%[29.8 µM]
> CC/C=C\[C@H](O)[C@H](O)C1=C(C)C(=O)[C@]2(O1)C(=O)N[C@@](OC)(C(=O)c1ccccc1)[C@@H]2O
  FH mod: 4%[53.3 µM]
  NTMT1 inh: -7%[29.8 µM]

> CN(C)Cc1cccc(N=C(c2ccccc2)c2c(O)[nH]c3cc(C(N)=O)ccc23)c1
  FH mod: -7%
  NTMT1 inh: ?
> CC1(COc2ccc3c(c2)ncn3-c2ccc3cccc(N4CCC(N)CC4)c3n2)COC1
  FH mod: 2%
  NTMT1 inh: 22µM*!
> COc1cccc(OC)c1-c1cc(C(=O)NC2(C(=O)O)C3CC4CC(C3)CC2C4)nn1-c1ccnc2cc(Cl)ccc12 (stereo not given)
  FH mod: 4%[53.3 µM]
  NTMT1 inh: ?
> COc1ccc(NC(=O)c2ccc(C(=N)N(C)C)cc2)c(C(=O)Nc2ccc(Cl)cn2)c1
  FH mod: 7%
  NTMT1 inh: -1%[57.5 µM]
> Cc1cc(-n2c(=O)[nH]c(=O)n(C)c2=O)ccc1Oc1ccc(SC(F)(F)F)cc1
  FH mod: 1%
  NTMT1 inh: 0%[57.5 µM]
> CC(C)=CCC/C(C)=C/CC/C(C)=C/CCC(=O)OC/C=C(\C)CCC=C(C)C
  FH mod: 0%[53.3 µM]
  NTMT1 inh: 23%[57.5 µM]
> C=C1CCC2C(C)(C(=O)O)CCCC2(C)C1CC/C(C)=C\CO (stereo not given)
  FH mod: -5%[53.3 µM]
  NTMT1 inh: -8%[29.8 µM]
> O=S1(=O)CCN(Cc2cc(NCC3CCOCC3)c3[nH]c(-c4ccccc4)cc3c2)CC1
  FH mod: -26%
  NTMT1 inh: -5%[57.5 µM]
> CN(C)c1ccccc1CN1CCCN(Cc2ccccc2N(C)C)C1c1ccncc1
  FH mod: 6%[53.3 µM]
  NTMT1 inh: -18%
> COP(=O)(OC)OC(c1ccc(Cl)cc1)P(=O)(OC)OC (stereo not given)
  FH mod: 0%[53.3 µM]
  NTMT1 inh: 4%[57.5 µM]
> C[C@]12CC[C@@H]3c4ccc(O)cc4CC[C@H]3[C@H]1C[C@@H](O)[C@H]2O
  FH mod: 19%[53.3 µM]
  NTMT1 inh: -27%[57.5 µM]
> Nc1ccc(S(=O)(=O)Nc2ccccn2)cc1
  FH mod: 5%&7%[53.3 µM]
  NTMT1 inh: -19%&20%[57.5 µM]
> c1ccc(-c2nn3c(c2-c2ccnc4cc(OCCN5CCOCC5)ccc24)CCC3)nc1
  FH mod: 25%
  NTMT1 inh: 2%
> C/C=C(\C)C(=O)OC1CC2C(CC=C3CC(OC4CC(OC)C(OC5CC(OC)C(OC6CC(OC)C(OC7CC(OC)C(OC8CC(OC)C(OC9OC(CO)C(O)C(O)C9O)C(C)O8)C(C)O7)C(C)O6)C(C)O5)C(C)O4)CCC32C)C2(O)CCC(C(C)=O)C12C (stereo not given)
  FH mod: -1%[13.5 µM]
  NTMT1 inh: -14%[6.45 µM]
> CN(C)CCN(C)C(=O)c1ccc(NC(=O)Nc2ccc(-c3nc(N4CCOCC4)c4ccn(CC(F)(F)F)c4n3)cc2)cc1
  FH mod: -1%[53.3 µM]
  NTMT1 inh: 22µM*!

Compound profiles (already shown).
CN(C)CCN(C)C(=O)c1ccc(NC(=O)Nc2ccc(-c3nc(N4CCOCC4)c4ccn(CC(F)(F)F)c4n3)cc2)cc1 is entered as FH mod: -1%[53.3 µM]; NTMT1 inh: 22µM*!
COc1cccc(OC)c1-c1cc(C(=O)NC2(C(=O)O)C3CC4CC(C3)CC2C4)nn1-c1ccnc2cc(Cl)ccc12 (stereo not given) is entered as FH mod: 4%[53.3 µM]; NTMT1 inh: ?

Following part:
> CC(C)c1ccc2c(c1)C(=O)CC1[C@@](C)(C(=O)O)CCC[C@]21C (stereo not given in full)
  FH mod: 25%[53.3 µM]
  NTMT1 inh: -17%[29.8 µM]
> CNC(=O)c1ccc(N2C(=S)N(c3ccc(C#N)c(C(F)(F)F)c3)C(=O)C2(C)C)cc1F
  FH mod: 7%[53.3 µM]
  NTMT1 inh: 7%
> CCCN1CCCC[C@H]1C(=O)Nc1c(C)cccc1C
  FH mod: 2%[53.3 µM]
  NTMT1 inh: 8%[57.5 µM]
> COC1C=C([C@@H]2CC=C3[C@@]4(C)C(CC[C@]32C)[C@@]2(C)C=CC(=O)C(C)(C)C2C[C@H]4OC(C)=O)C(=O)O1 (stereo not given in full)
  FH mod: 0%[53.3 µM]
  NTMT1 inh: 2%[29.8 µM]
> CC(C)CC(c1c(O)c(C=O)c(O)c(C=O)c1O)C1CCC(C)(O)C2CC(C(C)(C)O)CCC12C (stereo not given)
  FH mod: -6%[53.3 µM]
  NTMT1 inh: 8%[29.8 µM]
> O=S(=O)(NC1CCC(c2cc(F)ccc2F)(S(=O)(=O)c2ccc(Cl)cc2)CC1)C(F)(F)F (stereo not given)
  FH mod: -14%
  NTMT1 inh: 6%[57.5 µM]
> OC[C@H]1O[C@@H](Oc2cc(O)cc(/C=C/c3ccc(O)cc3)c2)[C@H](O)[C@@H](O)[C@@H]1O
  FH mod: 2%
  NTMT1 inh: 3%[57.5 µM]
> O=C(COc1ccc2ccccc2c1Br)Nc1cccnc1
  FH mod: -2%
  NTMT1 inh: 2%[57.5 µM]
> CC(=O)NC(C(=O)OC1CCC(C)(C)C2CC=C3C(=O)OCC3C12C)C(C)C (stereo not given)
  FH mod: 3%[53.3 µM]
  NTMT1 inh: -11%[29.8 µM]
> CC(=O)OC[C@H]1O[C@@H](OC(C)=O)[C@H](OC(C)=O)[C@@H]1OC(C)=O
  FH mod: 3%[53.3 µM]
  NTMT1 inh: 7%[57.5 µM]
> CSc1cc2c(s1)c1cnn(Cc3ccccc3F)c(=O)c1n2C
  FH mod: 1%
  NTMT1 inh: 9%
> NC[C@H]1O[C@H](O[C@@H]2[C@@H](O)[C@@H](O[C@H]3O[C@H](CO)[C@@H](O)[C@H](N)[C@@H]3O)[C@H](N)C[C@@H]2N)[C@H](O)[C@@H](O)[C@H]1O
  FH mod: 10%[53.3 µM]
  NTMT1 inh: -13%[57.5 µM]
> Nc1nc(=O)n([C@H]2C[C@H](O)[C@@H](CO)O2)cc1F
  FH mod: -3%[53.3 µM]
  NTMT1 inh: 11%
> CC(C)c1ccc(CO)cc1O[C@@H]1O[C@H](CO)[C@@H](O)[C@H](O)[C@H]1O
  FH mod: -1%[53.3 µM]
  NTMT1 inh: -11%[29.8 µM]
> CCC(C)C1NC(=O)C(Cc2ccccc2)NC(=O)C(CCCCCC(=O)C(O)CO)NC(=O)C2CCCCN2C1=O (stereo not given)
  FH mod: -4%[20.6 µM]
  NTMT1 inh: -11%[12.6 µM]

> CCN1C(=O)c2ccccc2C1Nc1ccc(OCCN2CCCCC2)cc1 (stereo not given)
  FH mod: 1%[53.3 µM]
  NTMT1 inh: ?
> c1cc(-c2cc(C3CCNCC3)[nH]n2)ccn1
  FH mod: 9%[53.3 µM]
  NTMT1 inh: 8%[29.8 µM]
> CCOc1ncc(S(=O)(=O)N2CCN(CC)CC2)cc1-c1nc2c(CC)n(CCOC)nc2c(=O)[nH]1
  FH mod: -2%
  NTMT1 inh: 3%[57.5 µM]
> CCC/C=C/C(=O)O[C@H]1CC(C)(C)CC2[C@@]13[C@H](O)C[C@]1(C)[C@@]2(CCC2[C@@]4(C)CC[C@H](O[C@@H]5O[C@H](C(=O)O)[C@@H](O)[C@H](O[C@@H]6O[C@H](CO)[C@H](O)[C@H](O)[C@H]6O[C@@H]6O[C@@H](C)[C@H](O)[C@@H](O)[C@H]6O[C@@H]6OC[C@](O)(CO)[C@H]6O)[C@H]5O[C@@H]5O[C@H](CO)[C@H](O)[C@H](O)[C@H]5O)C(C)(C)C4CC[C@]21C)O[C@H]3O (stereo not given in full)
  FH mod: 6%[13.5 µM]
  NTMT1 inh: 13%[6.45 µM]
> CC1(C)CCCC2(C)C3=C(C(=O)OC3O)C(O)CC12 (stereo not given)
  FH mod: 4%
  NTMT1 inh: 9%[57.5 µM]
> S=P(N1CC1)(N1CC1)N1CC1
  FH mod: 11%[53.3 µM]
  NTMT1 inh: 16µM*!
> CC[C@H]1OC(=O)[C@H](C)[C@@H](O[C@H]2C[C@@](C)(OC)[C@@H](O)[C@H](C)O2)[C@H](C)[C@@H](O[C@@H]2O[C@H](C)C[C@H](N(C)C)[C@H]2O)[C@](C)(O)C[C@H](C)C(=NOCOCCOC)[C@H](C)[C@@H](O)[C@]1(C)O
  FH mod: 0%[53.3 µM]
  NTMT1 inh: 12%[57.5 µM]
> Cc1nc2c(O)cccc2c(=O)[nH]1
  FH mod: 1%
  NTMT1 inh: -23%
> O=S(=O)(/N=C/c1c(O)ccc2ccccc12)c1cccs1
  FH mod: 16µM*
  NTMT1 inh: ?
> C/C(=C/CO)CC[C@@H]1[C@@]2(C)CCC[C@](C)(C(=O)O)C2CC[C@@]1(C)O (stereo not given in full)
  FH mod: 2%[53.3 µM]
  NTMT1 inh: 19%[29.8 µM]
> O=C(C=Cc1cccc(S(=O)(=O)Nc2ccccc2)c1)NO
  FH mod: 5%
  NTMT1 inh: ?
> COc1cc2c(cc1OC)[C@@H]1[C@H](O)[C@@H](OC)C=C3CCN(C2)[C@H]31
  FH mod: 1%[53.3 µM]
  NTMT1 inh: 7%[29.8 µM]

As a short view, 4 of the compounds above.
> CCOc1ncc(S(=O)(=O)N2CCN(CC)CC2)cc1-c1nc2c(CC)n(CCOC)nc2c(=O)[nH]1
  FH mod: -2%
  NTMT1 inh: 3%[57.5 µM]
> CCC/C=C/C(=O)O[C@H]1CC(C)(C)CC2[C@@]13[C@H](O)C[C@]1(C)[C@@]2(CCC2[C@@]4(C)CC[C@H](O[C@@H]5O[C@H](C(=O)O)[C@@H](O)[C@H](O[C@@H]6O[C@H](CO)[C@H](O)[C@H](O)[C@H]6O[C@@H]6O[C@@H](C)[C@H](O)[C@@H](O)[C@H]6O[C@@H]6OC[C@](O)(CO)[C@H]6O)[C@H]5O[C@@H]5O[C@H](CO)[C@H](O)[C@H](O)[C@H]5O)C(C)(C)C4CC[C@]21C)O[C@H]3O (stereo not given in full)
  FH mod: 6%[13.5 µM]
  NTMT1 inh: 13%[6.45 µM]
> CC1(C)CCCC2(C)C3=C(C(=O)OC3O)C(O)CC12 (stereo not given)
  FH mod: 4%
  NTMT1 inh: 9%[57.5 µM]
> S=P(N1CC1)(N1CC1)N1CC1
  FH mod: 11%[53.3 µM]
  NTMT1 inh: 16µM*!

Source: PubChem BioAssay (National Center for Advancing Translational Sciences (NCATS))
